MsrA inh – bovine MsrA enzyme inhibitors, primary screen, biochemical, absorbance, HTS | 360,000 compounds, 0.75% hits | inhibition, % at 15.5 µM | AID 651718, 2012 | purified bovine MsrA, absorbance read-out; in the data active = inhibition above about 4.5%;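 also: 0% = vehicle wells with enzyme and 100% = reference inhibitor wells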
FAS TE block – FAS thioesterase domain inhibitors, primary screen, biochemical, fluorescence intensity, uHTS; recombinant FAS-TE, OMFH fluorogenic substrate, fluorescence endpoint; Fatty acid synthase (Homo sapiens), P49327; inhibition, % at 15 µM; 360,000 compounds, 0.67% hits;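 active = compounds whose normalised, plate-corrected inhibition of enzyme fluorescence in the single-dose primary screen is 50% or more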;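 also: 0% = DMSO with enzyme and 100% = substrate without enzyme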
SKN-1 inh – suppressors of acrylamide-induced Pgst-4::GFP reporter in worms, primary screen, SKN-1 inhibitor project, whole organism, uHTS, GFP/RFP fluorescence ratio, strain VP596; C. elegans VP596 Pgst-4::GFP/RFP ratio, 24 h; inhibition, % at 21.8 µM; 360,000 compounds, 0.49% hits;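 active = interference check ratio from 0.5 to 1.5 plus GFP to RFP signal ratio inhibition reaching or exceeding a fixed threshold, cut at about 30% in these data, passing the limit was not always enough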; also: some compounds called inactive have numbers as strong as hits
MsrA act – bovine MsrA enzyme activators, primary screen, biochemical, absorbance, HTS. purified bovine MsrA, absorbance read-out. activation, % at 10.6 µM. 360,000 compounds, 0.3% hits. AID 602163, 2012; in the data active = activation above about 7.5%;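 also: 0% = vehicle and 100% = reference activator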
NRP1-CendR mod – modulators of CendR peptide binding to NRP-1, primary screen, biochemical, fluorescence polarization, uHTS; 360,000 compounds, 0.85% hits; Neuropilin-1 (Homo sapiens), O14786; inhibition, % at 25 µM; FAM-RPARPAR peptide binding to NRP-1;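 active = inhibition or corrected inhibition above about 18%, plus a signal ratio from 0.5 to 1.5, limit read from the data, passing the limit was not always enough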; also: strong numbers were not always called active
E coli Lon inh – inhibitors of E. coli Lon protease, primary screen, biochemical, fluorescence polarization; inhibition, % at 7.94 µM; 360,000 compounds, 0.42% hits; purified E. coli Lon protease; in the data active = inhibition above about 13%, passing the limit was not always enough;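 also: 0% = enzyme with probe and DMSO and 100% = no enzyme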
Target sequence (P0A9M0 whole entry, looked up): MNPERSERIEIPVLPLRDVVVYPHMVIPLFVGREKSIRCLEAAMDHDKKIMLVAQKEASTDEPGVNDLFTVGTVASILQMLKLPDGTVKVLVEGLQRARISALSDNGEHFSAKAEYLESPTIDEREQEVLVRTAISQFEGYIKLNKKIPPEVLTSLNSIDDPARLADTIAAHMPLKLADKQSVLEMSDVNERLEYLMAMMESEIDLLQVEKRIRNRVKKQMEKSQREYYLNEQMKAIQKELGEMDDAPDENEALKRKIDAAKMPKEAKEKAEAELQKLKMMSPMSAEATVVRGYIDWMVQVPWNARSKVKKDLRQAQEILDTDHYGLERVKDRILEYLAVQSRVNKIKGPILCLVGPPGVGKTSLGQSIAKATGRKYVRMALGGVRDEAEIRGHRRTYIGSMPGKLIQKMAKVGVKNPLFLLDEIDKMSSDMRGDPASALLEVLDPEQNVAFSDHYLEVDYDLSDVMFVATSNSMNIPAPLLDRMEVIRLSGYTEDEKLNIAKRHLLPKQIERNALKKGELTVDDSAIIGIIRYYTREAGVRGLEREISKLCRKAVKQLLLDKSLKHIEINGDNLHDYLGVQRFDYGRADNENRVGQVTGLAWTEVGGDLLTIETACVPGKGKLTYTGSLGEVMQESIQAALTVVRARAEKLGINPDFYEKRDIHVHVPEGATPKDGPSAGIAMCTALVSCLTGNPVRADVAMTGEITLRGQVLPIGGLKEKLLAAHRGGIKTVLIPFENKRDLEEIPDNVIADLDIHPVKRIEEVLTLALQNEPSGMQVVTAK
PABP1 MLLE inh – inhibitors of PABP1 MLLE–PAM2 peptide binding, primary screen, biochemical, fluorescence polarization, FITC-PAM2, GST-MLLE | AID 588489, 2011 | 360,000 compounds, 0.36% hits | inhibition, % at 20 µM; in the data active = inhibition above about 35%, passing the limit was not always enough;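 also: plate controls were DMSO wells with GST-MLLE for no effect and wells lacking GST-MLLE protein for full effect; some results filed as inactive read as strong as hits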
MT1-MMP act inh – blockers of MT1-MMP proenzyme processing, primary screen, HT1080 RFP-PRO-GFP cells, GFP/RFP fluorescence; Matrix metalloproteinase-14 (Homo sapiens), P50281; GFP/RFP ratio fluorescence, overnight; percent of plate control window, DMSO zero; GFP/RFP ratio change, % at 20 µM; 360,000 compounds, 0.061% hits; AID 651647, 2012;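 active = GFP/RFP ratio change of at least 30% with cell ATP level not reduced by more than half and red fluorescence within 50% of control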; also: strong numbers were not always called active
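Read-out: GFP/RFP fluorescence ratio; Test system: RFP-PRO-GFP reporter HT1080 cells; Compound dosing: single-point 20 µM compound, 1% DMSO; Times: overnight compound exposure at 37 °C.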
Tb MetRS inh – T. brucei MetRS inhibitors, primary screen, biochemical, luminescence; AID 624268, 2012; 360,000 compounds, 0.4% hits; purified T. brucei MetRS, ATP depletion, Kinase-Glo luminescence; inhibition, % at 11.9 µM; methionyl-tRNA synthetase (Trypanosoma brucei brucei);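 active = inhibition above a per-plate cutoff of the control wells' mean inhibition plus 3 SD, cut at about 5.5% in these data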;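 also: 0% = DMSO wells median and 100% = median of wells with control inhibitor compound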
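technique = Kinase-Glo luminescence, ATP depletion format | system = purified MetRS (methionyl-tRNA synthetase) enzyme from Trypanosoma brucei | timing = 15 min preincubation, 2 h reaction, all 25 °C | evaluation = percent inhibition versus plate control medians | dosing = single dose, 11.9 µM final nominal, 0.9% final DMSO | also added = substrates ATP, L-methionine and bulk Escherichia coli tRNA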
An asterisk follows results filed as active; · = no result given. Hits appear at their usual frequency; about 4% have a hit in one of these screens.

Every second line gives: FAS TE block, MT1-MMP act inh, NRP1-CendR mod, PABP1 MLLE inh, MsrA inh, Tb MetRS inh, MsrA act, E coli Lon inh, SKN-1 inh
> COc1ccc(C(=O)N2CCN(Cc3ccccc3C(F)(F)F)CC2)cc1
→ 5.3, 1.5, 0.8, -6.5, -0.6, -0.3, -2.0, -0.3, 8.6
> CC(C)N1CCN(C(=O)c2ccc(OC3CCN(CCc4ccccc4)CC3)cc2)CC1
→ -4.5, 9.5, 6.8, 14.1, -0.2, -0.5, -2.8, -3.3, -4.1
> O=[N+]([O-])c1ccc(NS(=O)(=O)c2ccc(Cl)c(Cl)c2)cc1
→ 36.8, 4.1, -14.7, -17.2, 1.5, 0.4, -4.4, -1.7, 8.7
> NC(=O)N=Nc1c(O)n(Cc2ccccc2)c2ccc(Br)cc12
→ 15.2, 5.0, 2.0, -6.7, 1.8, 0.5, -2.8, -5.3, -5.4
> COc1cccc(OC)c1C(=O)NCCOc1cc(C)cc(C)c1
→ -2.0, 2.4, -2.2, -4.2, -1.2, -0.4, -1.9, 1.7, -5.9
> CN1c2ccccc2C(C)(C)C12CC(CCl)=NO2 (stereo not given)
→ 0.0, 0.7, -10.4, 4.3, ·, -0.5, -6.2, -14.7, -13.7
> O=C(/C=C\c1ccc2c(c1)OCO2)NC1(C(=O)Nc2ccc3c(c2)OCO3)CCCCC1
→ -3.5, 4.0, -5.6, 9.8, 1.7, 0.2, -5.5, -3.0, 7.6
> Cc1ccc(C23OC(=O)C(C)(C)C2OC(=O)C3(C)C)cc1 (stereo not given)
→ 0.4, 8.9, 7.5, 5.1, 0.4, -0.3, -1.1, 1.2, -1.9
> O=C(N/N=C/c1coc2ccccc2c1=O)c1ccccc1
→ 2.6, -3.9, -32.4, -2.7, 1.0, -0.5, -2.1, -6.2, 9.3
> O=C(CN1C(=O)c2cccnc2C1=O)c1ccccc1
→ -7.3, -0.4, -5.4, 6.9, -0.3, -0.5, -0.9, 6.7, -8.1
> Cc1noc(/C=C/N(C)C)c1S(=O)(=O)N1CCCC(C(=O)N2CCc3ccccc32)C1 (stereo not given)
→ -0.8, -10.8, 4.1, -4.0, 0.2, -0.3, -1.4, -33.8, 13.2
> CCN(CC)C(=O)c1sc(N2C(=O)Nc3ccccc3N2O)c(C(=O)OC)c1C
→ -10.4, 1.9, -1.7, 4.4, 0.5, -0.7, -4.8, 0.4, 7.1
> CC(C)OC(=O)CSc1nnc(-c2cnccn2)n1-c1ccc(Cl)cc1
→ -6.7, 1.2, 6.5, 0.2, -0.6, -0.2, -0.6, 5.8, -2.6
> COCCN1C(=O)C(CC(=O)Nc2ccccc2)SC1=Nc1ccc(OC)cc1 (stereo not given)
→ 3.0, 2.6, -5.5, -14.6, 0.1, 0.7, -2.7, -3.4, 30.7
> COc1ccc(NS(=O)(=O)c2ccc(N3CCOCC3)c(NC(=O)c3ccccc3Br)c2)cc1
→ 12.9, 0.6, 5.4, -12.4, 0.0, -0.1, -4.2, 2.4, -2.5
> CC(=O)Nc1ccc(S(=O)(=O)NCCC(=O)NNC(=O)c2ccccc2O)cc1
→ -4.7, 2.9, 3.6, -10.6, -0.4, -0.2, -3.4, 5.1, 7.5
> CCc1nc(N)c(C#N)c(-c2ccncc2)c1C
→ -9.1, 7.0, 1.7, -0.9, 1.3, -1.1, -2.0, -3.2, -14.0
> Cc1ccc(S(=O)(=O)N(C)C)cc1NC(=O)COC(=O)c1c(C)noc1C
→ -6.9, 0.1, 8.9, 22.7, 1.7, 0.0, -3.3, -14.4, 5.0
> COc1ccc(C2=NC(CO)(CO)CO2)cc1
→ -9.8, 8.1, -7.9, -3.1, -1.1, -0.4, -1.7, -5.6, 6.4
> CN(CC#CC(O)(c1ccccc1)c1ccccc1)C(C)(C)C
→ -4.2, -0.7, -0.8, 11.2, -0.5, 0.5, 3.7, 6.5, 17.3
> COC(=O)C1=C(C)NC(=O)NC1c1ccc2c(c1)OCO2 (stereo not given)
→ -2.1, 3.0, -1.5, -5.8, 1.4, -0.9, -6.8, -7.9, 3.1
> NC(=O)c1ccc(NC(=O)COC(=O)c2c[nH]c3ccccc23)cc1
→ -6.5, -3.3, -6.0, 5.2, -1.1, -0.2, 2.9, -14.0, -3.9
> Cc1cc(C)cc(NC(=S)NCCCN2CCOCC2)c1
→ -9.7, -1.1, 4.1, -8.1, 0.1, -0.1, 0.6, -4.8, 3.5
> COC(=O)c1c(C(=O)OC)c(-c2ccc(C)cc2)n2c1CS(=O)(=O)C2
→ 0.4, 2.8, 7.6, 9.1, -0.1, -0.4, 2.2, 2.2, 4.8
> N#Cc1c(F)cccc1NCc1cccs1
→ 8.1, 1.8, -12.3, -13.3, 2.6, 0.0, -4.0, -2.4, 21.8
> CN(NS(=O)(=O)c1ccc(Cl)cc1)c1cnn(C)c(=O)c1Cl
→ -4.2, -2.2, -0.5, -8.0, 0.2, -0.3, -1.0, -6.1, 0.8
> COc1ccccc1NS(=O)(=O)c1ccc2[nH]c(=S)oc2c1
→ -2.5, -6.6, 3.0, -105.1, -0.2, -0.5, -1.8, -1.9, 12.5
> NNC(=O)c1sccc1OCc1ccc(F)cc1
→ -1.6, -1.1, 10.4, -12.4, 0.1, 0.3, -1.8, -1.8, 0.8
> Cc1ccc(S(=O)(=O)N2CCC(C(=O)O)CC2)cc1
→ -3.8, 5.8, 1.1, -4.0, 0.1, 0.5, -3.9, -7.7, 0.2
> COc1cc2ncnc(N[C@H](C)c3ccccc3)c2cc1OC
→ -1.2, 5.0, -2.0, -6.6, ·, -0.7, 0.6, 4.5, 25.1
> CCOC(=O)COn1c(-c2cccc(Cl)c2)nc2ccc([N+](=O)[O-])cc21
→ 14.0, -1.3, 11.0, 26.0, 0.4, 0.7, -4.4, -5.4, 38.0*
> Cc1ccc(NC(=O)CN2c3cccc4cccc(c34)S2(=O)=O)cc1
→ 20.0, 2.1, 5.8, 0.3, -0.3, -0.2, -4.5, -1.0, 1.3
> O=C(CCNS(=O)(=O)c1ccccc1)OCC(=O)c1ccc[nH]1
→ -5.5, 0.3, -20.2, -23.0, -0.8, -0.3, -7.5, -9.8, -4.8
> COc1ccc(NC(=O)CSc2ccc(-c3ccccn3)nn2)cc1OC
→ -11.5, 4.9, -7.1, 11.3, -0.2, 0.2, -2.1, -8.7, 4.9
> Cc1ccc(S(=O)(=O)NC2CC2)cc1
→ -3.9, 0.3, -12.5, -6.3, -0.2, -0.3, 0.7, -0.9, -8.3
> CN(Cc1cccc2cnccc12)C(=O)c1cc(COc2ccc(F)cc2Cl)on1
→ 12.2, -6.7, 10.6, 2.5, -0.9, 0.9, -0.1, 0.4, 24.3
> Cc1ccc(-n2c(C)nc3ncnc(-c4ccccc4)c32)cc1
→ -3.6, 7.5, -2.6, 0.6, -1.0, -0.4, -2.0, -1.6, -3.4
> CCCn1c(SCC(=O)N2c3ccccc3CC2C)nnc1-c1ccco1 (stereo not given)
→ 7.1, -6.3, 0.1, 1.5, -0.8, -0.6, -9.2, 0.9, -15.3
> Cn1nnc2cc(C(=O)N3CCC(c4ccccc4)C3)ccc21 (stereo not given)
→ -5.4, -1.3, 1.6, -6.2, -0.9, -0.1, -1.8, 7.5, -19.2
> O=C(Nc1ccc2c(c1)OCCO2)c1ccc(Br)c(S(=O)(=O)N2CCOCC2)c1
→ 8.1, ·, -0.6, 0.9, 0.4, -1.4, -7.6, 2.8, -28.2
> N#Cc1cc2c([nH]c1=S)CCCC2
→ -11.4, -1.4, -2.5, 31.1, 1.5, -0.2, -7.0, -1.2, 6.8
> Cc1ncccc1C(=O)N1CCCC(C(=O)c2ccc3c4c(cccc24)CC3)C1 (stereo not given)
→ -27.0, -2.8, 0.9, 11.2, 1.4, -0.6, -3.3, 0.2, 11.1
> CCCCN(CC)CCCNC(=O)c1cn(C)c(=O)c2c1c1ccccc1n2C
→ -5.9, 2.6, -4.9, -3.1, 0.9, -0.7, -4.7, -8.4, 12.5
> Cc1nn(-c2ccccc2)c2nc(C(F)F)cc(C(F)F)c12
→ 26.7, 14.9, -6.5, 4.5, 3.8, -0.5, -7.5, 5.3, -1.0
> C[C@H]1COc2cc(N(C)CCO)ccc2S(=O)(=O)N1
→ -11.5, 2.4, 18.0, ·, -1.2, -0.6, -1.8, -4.9, 0.3
> CN(C)c1nc2c(c(N)nn2-c2ccc(Cl)cc2)c(=O)o1
→ 4.0, 8.7, 4.6, 8.7, 0.1, 0.0, -2.2, -4.9, 5.7
> Cn1c(=O)c2c(nc(NCCNC(=O)c3ccco3)n2Cc2ccccc2F)n(C)c1=O
→ 0.5, 3.2, 0.4, 5.2, 0.3, 0.7, -0.7, 3.6, 4.2
> CN1CCC2(CC1)Nc1nc(SCc3ccc(Cl)cc3)nn1C1=C2CN(C)CC1
→ -10.3, 7.1, -1.0, -0.2, -0.2, -0.8, -0.6, -12.3, 5.1
> CCNC(=O)C1(C)CCN(C(=O)c2ccccc2C(F)(F)F)C1 (stereo not given)
→ -3.4, 4.4, 15.2, 5.6, 0.3, -0.3, -0.4, -7.4, 9.9
> COCCn1c(SCC(=O)N2CCCC2=O)nc2sc(C)c(C)c2c1=O
→ -1.3, 4.1, 0.8, 7.8, 0.1, -0.3, -1.1, 4.8, 2.9

Carrying on.
Every second line gives: FAS TE block, MT1-MMP act inh, NRP1-CendR mod, PABP1 MLLE inh, MsrA inh, Tb MetRS inh, MsrA act, E coli Lon inh, SKN-1 inh
> CCS(=O)(=O)C1=NSC2=NC(=O)/C(=C\c3cc(C)n(-c4cccc(OC)c4)c3C)C(=N)N21
→ 11.4, -3.4, -38.0, -8.2, 0.2, -0.1, -3.4, -6.7, 20.7
> CCOC(=O)N1CCN(C(=O)CSc2nc3c(c(=O)n2-c2ccccc2OC)SCC3)CC1
→ -1.4, 2.3, 6.3, -1.2, 2.1, -1.1, -4.3, -5.6, -4.4
> CCOC(=O)C1CCN(C(=O)CN(Cc2ccccc2)S(C)(=O)=O)CC1
→ -6.5, 0.5, -3.5, -2.7, -0.6, -0.3, -2.2, 1.9, 2.2
> Cc1nn(-c2ccccc2)c(C)c1/C=N/NC(=O)CSc1nc2ccccc2c(=O)n1-c1ccc(Br)cc1
→ -11.1, -14.8, -1.6, 4.0, 0.1, -2.7, -12.6, 4.0, -19.0
